Rac1 wt modul = wildtype Rac1 GTP binding modulators, primary screen, biochemical, GST-Rac1 beads, flow cytometry, multiplex; actives 0.27% (n = 190,000); AID 757, 2007; fluorescent GTP binding; actives lie on both sides; 0 = cold GTP competed, 100 = untreated; GTP binding activity (% of control), % at 10 µM;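 active = GTP binding activity at least 20 points away from the 100% control level, either lower or higher; inconclusive = compound flagged as likely green fluorescent, judged across all proteins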
ABCG2 block = ABCG2 efflux pump inhibitors, primary screen, multiplex with ABCB1, IgMXP3 cells, flow cytometry | actives 0.1% (n = 190,000) | inhibition, % at 6.6 µM | Broad substrate specificity ATP-binding cassette transporter ABCG2 (Homo sapiens), Q9UNQ0 | AID 1325, 2008 | JC-1 efflux;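 active = inhibition above 80%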;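 also: 0% = DMSO and 100% = nicardipine control wells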
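System: two drug-resistant human cell lines, ABCG2 and ABCB1; controls: nicardipine high and DMSO low controls; times: 10 min exposure at 25 °C with rotation, no wash; detection: flow cytometry of retained JC-1 fluorescence; read-out basis: percent efflux inhibition, scaled nicardipine 100% to DMSO 0%; doses: one concentration, 6.6 µM final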
Rac1 act GTP bind = GTP binding modulators of activated mutant Rac1, primary screen, biochemical, bead-based flow cytometry, multiplex, fluorescent GTP; actives 0.11% (n = 190,000); Ras-related C3 botulinum toxin substrate 1 (Homo sapiens), P63000; percent activity (GTP binding), % at 10 µM; GST-Rac1 activated beads; actives lie on both sides; 100% means binding = to untreated wells;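 active = GTP binding at least 20 percentage points away from the 100% baseline, in either direction, so actives lie on both sides; inconclusive = Compound likely fluorescent itself, or too few beads counted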
Rab2A wt mod = modulators of GTP binding to Rab2A wildtype, primary screen, biochemical, dog, bead-based flow cytometry, multiplex; Ras-related protein Rab-2A (Canis lupus familiaris), P61105; GST-Rab2 wt beads, Bodipy-GTP binding; GTP binding activity, % at 10 µM; actives 0.19% (n = 190,000); AID 760, 2007;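 active = GTP binding activity at least 20 points away from 100%, either lowered or raised; inconclusive = signal likely due to the compound's own green fluorescence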;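 also: 0% = beads with excess unlabeled GTP and 100% = no-compound control corrected for plate trend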
Avidin fluor = green autofluorescence of compounds with avidin beads – biophysical, 488/530 nm, flow cytometry, artefact control, profiling panel; fluorescence (KMESF) at 10 µM; actives 0.38% (n = 220,000); AID 1775, 2009; compound fluorescence 488/530 nm; hits give high values; in the data active = fluorescence above about 47; also: inactives centre near 10
Rab7 wt GTP bind = modulators of GTP binding to Rab7, primary screen, biochemical, wildtype, multiplex bead flow cytometry; GST-Rab7 beads, fluorescent GTP binding; actives lie on both sides; untreated = 100%, excess cold GTP = 0%; actives 0.055% (n = 190,000); GTP binding activity (percent of control), % at 10 µM; AID 758, 2007; Rab7 GTPase wild type (dog), Bodipy-FL-GTP binding;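 active = fluorescent GTP binding to Rab7 beads changed by at least 20 points from the 100% baseline, either direction, mostly lower; inconclusive = compound itself probably fluorescent, or too few beads counted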;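 also: median green fluorescence of bound Bodipy-FL-GTP per Rab7 bead population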
Mcl1 Noxa PPI = Mcl-1/Noxa binding inhibitors, primary screen, biochemical, TR-FRET, 1536-well; AID 1022, 2008; Induced myeloid leukemia cell differentiation protein Mcl-1 (Homo sapiens), Q07820; inhibition, % at 21.7 µM; TR-FRET Mcl-1/Noxa peptide binding, 2 h; actives 1.5% (n = 220,000);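 active = compounds that cut the protein-peptide binding signal by more than 50% relative to plate controls in a single-dose test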;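 also: His-tagged Mcl-1 with rhodamine Noxa BH3 peptide and terbium anti-His antibody; 0% = Mcl-1 plus Noxa peptide wells and 100% = peptide-only wells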
Target sequence (Q07820 whole entry, looked up): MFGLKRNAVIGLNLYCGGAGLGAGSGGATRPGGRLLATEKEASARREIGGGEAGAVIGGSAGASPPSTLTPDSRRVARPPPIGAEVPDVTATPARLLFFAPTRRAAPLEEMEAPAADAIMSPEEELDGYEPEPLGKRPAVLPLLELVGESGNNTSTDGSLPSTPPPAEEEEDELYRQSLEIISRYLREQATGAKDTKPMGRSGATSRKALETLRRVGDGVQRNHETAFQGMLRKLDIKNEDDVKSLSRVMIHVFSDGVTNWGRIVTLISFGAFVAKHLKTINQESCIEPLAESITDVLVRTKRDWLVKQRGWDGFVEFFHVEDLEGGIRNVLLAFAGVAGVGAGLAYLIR
HRas wt GTP bind = modulators of GTP binding to HRas wildtype, primary screen, biochemical, bead-based flow cytometry, multiplex; GTP binding activity, % at 10 µM; GST-Ras wt beads, Bodipy-FL-GTP binding; actives lie on both sides; AID 759, 2007; actives 0.14% (n = 190,000);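 active = GTP binding activity at least 20% away from the 100% baseline, either lowered as inhibitor or raised as activator; inconclusive = flagged as likely green fluorescent, judged across all proteins in the well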;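 also: 0% = unlabeled GTP competition control and 100% = no-compound control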
Target sequence (P01112 whole entry, looked up): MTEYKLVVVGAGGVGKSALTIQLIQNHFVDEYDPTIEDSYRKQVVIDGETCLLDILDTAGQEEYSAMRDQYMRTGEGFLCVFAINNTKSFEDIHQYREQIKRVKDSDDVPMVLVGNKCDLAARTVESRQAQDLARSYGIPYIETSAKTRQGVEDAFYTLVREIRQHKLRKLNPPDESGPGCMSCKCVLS
ABCB1 block = ABCB1 efflux pump inhibitors, primary screen, cell-based, multiplex, flow cytometry, ABCG2 counter-screen; ATP-dependent translocase ABCB1 (Homo sapiens), P08183; CCRF-Adr cells, JC-1 efflux; inhibition, % at 6.6 µM; actives 0.067% (n = 190,000); in the data active = inhibition above about 40%;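 also: 0% = vehicle and 100% = reference inhibitor; higher value means more JC-1 retained so stronger ABCB1 efflux block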
Cdc42 wt = modulators of GTP binding to wildtype Cdc42, primary screen, biochemical, multiplex bead flow cytometry, Bodipy-GTP. Cell division control protein 42 homolog (Homo sapiens), P60953. GST-Cdc42 beads; actives lie on both sides. percent activity (GTP binding), % at 10 µM. actives 0.2% (n = 190,000). AID 761, 2007;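 active = percent activity GTP binding at least 20 points away from the 100% baseline, either down as inhibitor or up as activator; inconclusive = compound flagged as likely green fluorescent from well-wide comparison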;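 also: median bead fluorescence of bound Bodipy-FL-GTP at 100 nM; 0% = excess unlabeled GTP control and 100% = no compound control; below 100% means less GTP binding so inhibitor and above means activator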
Target sequence (P60953 whole entry, looked up): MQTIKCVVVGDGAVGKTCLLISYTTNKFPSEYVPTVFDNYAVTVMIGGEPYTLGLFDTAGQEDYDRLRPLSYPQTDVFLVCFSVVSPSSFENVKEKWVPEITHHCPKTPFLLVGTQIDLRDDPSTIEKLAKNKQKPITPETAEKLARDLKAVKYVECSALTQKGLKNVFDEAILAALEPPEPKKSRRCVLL
Pf gamet viab = late stage P. falciparum gametocyte viability inhibitors, primary screen, ATP luminescence, HTS; actives 0.065% (n = 150,000); inhibition, % at 10.9 µM; P. falciparum stage V gametocytes, 24 h;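 active = inhibition above the mean plus 3 SD of compounds within the control limits, set per campaign, cut at about 38% in these data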;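 also: 0% = DMSO wells and 100% = medium only without gametocytes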
Starred values were filed as active, the others as inactive; ? = inconclusive; . = not tested or not shown.

mol	Rac1 wt modul	ABCG2 block	Rac1 act GTP bind	Rab2A wt mod	Avidin fluor	Rab7 wt GTP bind	Mcl1 Noxa PPI	HRas wt GTP bind	ABCB1 block	Cdc42 wt	Pf gamet viab
CCOC(=O)c1c(C)[nH]c(C(=O)COC(=O)c2cnc(C)cn2)c1C	109	5	100	102	9	104	-4	102	0.6	105	.
Cc1cc(N2CCN(c3ccccc3Cl)CC2)n2cc(-c3ccccc3)nc2n1	101	20	101	96	11	94	1	98	5.8	97	0
CCCCN(C(=O)NC(=O)C1=C(N2CCOCC2)/C(=C/c2ccccc2)CC1)S(C)(=O)=O	102	-2	100	100	8	100	21	100	-0.3	102	.
CC1(C(=O)NCCc2c[nH]c3ccccc23)C=CCN1C(=O)c1ccccc1 (stereo not given)	101	0	97	99	7	96	-2	101	0.8	100	.
O=C(COC(=O)CNC(=O)c1ccccc1)Nc1ccc(F)c([N+](=O)[O-])c1	98	3	95	100	34	105	13	99	0.3	99	11
CCOC(=O)c1[nH]c(=O)[nH]c1COC(=O)c1cc2ccccc2o1	104	-11	99	100	31	104	13	101	-1.9	103	-14
CCOC(=O)c1c(C)[nH]c(C(=O)COC(=O)/C=C/c2cccc(OC)c2OC)c1C	99	0	99	99	2	100	-9	100	-0.4	100	-26
CCN(CC)C(NC(=O)Cc1ccccc1)C(Cl)(Cl)Cl (stereo not given)	100	1	99	100	40	99	9	101	0.1	100	.
CCn1c(O)c(/C=C/C=C/C=Nc2ccccc2)sc1=S	94	0	93	98	24	102	16	96	0.0	95	8
O=C(NC1CCCc2ccccc21)C1CCN(S(=O)(=O)N2CCCCCC2)CC1 (stereo not given)	103	0	98	102	9	103	-10	101	-0.1	100	-8
Fc1ccc(-c2nn3c(C4COc5ccccc5O4)nnc3s2)cc1 (stereo not given)	101	0	95	102	19	108	14	101	-0.2	100	.
O=C(NCc1nc2ccccc2[nH]1)c1cccc(S(=O)(=O)N2CCOCC2)c1	?	3	?	?	10	?	7	?	0.5	?	.
COc1ccc(NC(=O)CSc2nnc(CN3CCOCC3)n2-c2ccccc2)cc1Cl	107	1	101	99	7	99	10	99	0.2	104	.
O=C(CSc1nc2c([nH]c3ccccc32)c(=O)n1-c1ccc(F)cc1)NCc1ccco1	103	0	100	100	5	98	2	99	0.0	101	.
COc1cc(C(C)=O)ccc1Oc1cnccn1	100	32	95	97	10	95	23	101	0.7	98	-26
CN1CCN(c2cc(=O)n(-c3ccc(Cl)cc3)c(=O)[nH]2)CC1	104	-2	98	101	4	97	13	96	-1.0	102	.
O=C(Cc1ccc(Br)cc1)NNC(=O)Nc1ccc(Cl)cc1	101	3	95	97	10	96	-10	95	0.0	99	.
CC(=O)N(C)c1ccc(OCC(O)Cn2c(C)nc3ccccc32)cc1 (stereo not given)	100	0	96	97	20	103	16	100	0.2	95	-31
Cc1ccccc1NC(=S)Nc1cccc([N+](=O)[O-])c1	97	3	99	102	6	101	11	101	0.0	98	.
CC1(C)CC(=O)c2c(O)cc(O)cc2O1	103	0	100	102	6	102	0	101	0.1	104	17
C#CCOCCOCCOCCNc1nc(N2CCN(C(=O)[C@H]([C@@H](C)CC)n3cc([C@@H](N)Cc4ccc(O)cc4)nn3)CC2)nc(N2CCN(C(=O)[C@H]([C@@H](C)CC)n3cc([C@@H](N)CC(C)C)nn3)CC2)n1	100	-1	97	96	5	95	15	96	-0.4	96	-21
Cc1c(Br)c([N+](=O)[O-])nn1CC(=O)Nc1sc2c(c1C(=O)OC(C)C)CCC(C)C2 (stereo not given)	103	13	99	96	8	101	2	97	1.0	103	.
Cc1cc(C)c2c3c(sc2n1)C(c1ccccc1)C(C#N)=C(N)O3 (stereo not given)	97	2	95	94	20	98	-16	96	0.9	93	.
CCOc1ccc(-c2nn(-c3ccccc3)cc2/C=C2\SC(=S)N(Cc3ccco3)C2=O)cc1	101	-11	97	94	8	98	36	96	-1.5	99	-16
C=C1CSc2nc3ccccc3c(=O)n21	93	0	95	92	13	93	-12	94	0.1	93	-3
COc1ccc(CC(NC(C)=O)C(=O)NC2CCN(c3nc(C)cc(C)c3C#N)CC2)cc1OC (stereo not given)	97	10	96	96	12	94	-7	98	0.4	96	7
CCCc1ccc(C2C3=C(CC(C)(C)CC3=O)NC3=C2C(=O)c2ccccc23)cc1 (stereo not given)	99	0	97	98	6	96	10	99	0.1	99	23
Cc1ccc(C(=O)c2ccccc2C(=O)OCC(=O)NCC2CCCO2)cc1 (stereo not given)	102	1	97	99	10	106	23	101	0.7	98	9
CCN(CC)S(=O)(=O)c1ccc(N2CCCCC2)c(NC(=O)/C=C/c2cc(OC)c(OC)c(OC)c2)c1	101	4	101	101	4	101	-5	101	3.3	100	10
Cc1ccc(S(=O)(=O)N2CCOCC2)cc1C(=O)Nc1cccc(S(=O)(=O)N2CCCC2)c1	96	0	94	98	14	106	16	98	0.9	94	.
Cc1nc(-c2cccc3ccccc23)ccc1C(=O)O	93	0	89	92	4	93	25	92	0.5	89	16
CCc1ccc2c(c1)C1(NN=C(c3ccc(C)cc3)S1)C(=O)N2 (stereo not given)	99	-2	95	96	4	99	-24	97	-0.9	96	6
O=C1CC(N2CCN(c3nc4ccccc4s3)CC2)C(=O)N1Cc1cccs1 (stereo not given)	101	0	98	98	41	97	10	100	0.2	101	-53
O=C(c1ccc2c(c1)N(Cc1ccccc1)C(=O)c1ccccc1S2)N1CCCC1	105	1	102	102	34	102	-5	103	0.4	104	.
COc1ccc(/C=C/C(=O)Nc2cc(F)ccc2C)cc1S(=O)(=O)N1CCOCC1	95	2	95	94	24	96	14	94	0.2	95	-16
O=C(Cn1cnc2ccccc21)N/N=C/C(Br)=C/c1ccccc1	105	-1	98	98	9	100	19	98	-0.9	106	-10
O=C(O)c1ccc(Cn2nnc3sc4c(c3c2=O)CCCC4)cc1	99	8	93	94	9	103	26	93	1.5	94	-33
CC1=CC(C)(C)Nc2ccc(OC(=O)c3cccnc3)cc21	102	3	95	95	7	94	-9	98	0.5	101	11
CCOC(=O)Cn1c(=N)n(Cc2ccccc2F)c2ccccc21	98	0	99	100	8	95	9	100	0.1	101	3
NC(=NCCc1ccccc1)NS(=O)(=O)c1ccc(F)cc1	106	13	99	98	3	99	20	100	4.1	102	6
COc1ccc(NC(C)=O)cc1C#N	103	-1	97	100	22	101	-7	99	-0.3	99	-8
O=C(Nc1ccccc1Br)C1CCC(=O)N1Cc1ccccc1Cl (stereo not given)	97	3	96	97	34	97	23	99	0.3	100	-2
C=CCNC(=O)COC(=O)c1ccccc1C(=O)N(C)C1CCCCC1	101	2	99	100	5	96	22	97	-0.2	98	4
O=S(=O)(Nn1cnnc1)c1ccc(F)cc1	96	3	94	95	10	101	34	96	0.6	95	-11
CC(=O)NCCC(=O)Nc1nc(-c2ccccc2Cl)cs1	101	7	96	97	13	105	10	99	0.5	98	16
CCOC(=O)c1ccccc1NC(=O)c1cccc2c1C(=O)N(C1CCN(C(=O)OCC)CC1)C2	105	6	99	98	9	98	15	100	3.2	98	.
CC(=O)c1cccc(NC(=O)c2oc(C)nc2C)c1	108	0	102	103	26	104	7	105	0.0	106	-7
O=C1c2ccccc2C(=Nc2ccccc2)C1c1cccc(Br)c1 (stereo not given)	94	-3	94	95	9	96	.	95	-0.2	95	-10
CN(NS(=O)(=O)c1ccccc1)c1nc2ccccc2nc1C(F)(F)F	105	6	100	101	10	101	19	104	0.8	103	-23
Cc1cc(N2CCOCC2)nc(SCC(=O)c2ccc(Cl)cc2)n1	98	5	97	99	4	101	8	96	0.5	97	.
COc1ccc(CNC(=O)COC(=O)Cc2ccc(Cl)cc2Cl)cc1	101	0	98	98	5	100	12	99	0.2	105	3
CC(C)(C)c1ccc(C(=O)NNc2cc(N3CCOCC3)nc(N3CCOCC3)n2)cc1	102	13	99	98	9	96	13	96	5.7	100	.
Cc1csc(=N)n1-c1ccc(Cl)cc1	102	2	99	103	15	100	20	101	0.2	105	0
CCCCNC(=S)N1CCN(C(c2ccccc2)c2ccccc2)CC1	102	-1	95	100	8	97	5	96	-0.5	100	.
CC(=O)N1c2ccccc2NC2=C(C(=O)CC(C)(C)C2)C1c1cccn1C (stereo not given)	103	6	100	102	6	106	11	102	2.1	104	11
CN(C)CCCNC(=O)c1cc(Br)ccc1Cl	102	3	97	101	14	101	9	103	1.1	100	-13
O=C(CSc1nc2ccccc2c(=O)[nH]1)N1CCCCCC1	?	1	?	?	14	?	13	?	0.5	?	.
Cc1ccc(S(=O)(=O)NCCc2nnc3ccc(SCC(=O)Nc4nc5ccccc5s4)nn23)cc1	105	-1	101	97	3	100	30	100	0.1	99	.
COc1cc(OC)c(OC)cc1CN1CCN(Cc2ccc(SC)cc2)CC1	100	0	98	96	9	94	10	96	1.1	101	1
COc1ccc2c(c1)N(S(=O)(=O)c1ccccc1)CCC2=O	101	3	99	95	2	99	33	98	0.8	98	3
CCNC(=O)NC(=O)COc1ccccc1C#N	108	5	101	101	7	100	-4	103	0.7	104	.
CCC(C)n1cnc2c(c1=O)c1nc3ccccc3nc1n2Cc1ccc2c(c1)OCO2 (stereo not given)	110	5	100	103	12	105	2	105	2.1	102	.
CCc1ccccc1NC(=O)CSc1nnc([C@@H]2CCCN2C(=O)OC(C)(C)C)o1	103	12	102	106	8	99	10	106	1.7	108	5

Outcome played no part in choosing rows; overall some 2.3% were active at least once.
